From PubChem BioAssay
human PMI inhibition = MPI enzyme activity inhibition – biochemical, fluorescence intensity, coupled assay, primary screen (AID 1209); purified PMI enzyme, coupled fluorescence intensity; higher % means a stronger effect; inhibition, % at 20 µM, or IC50 in µM where a hit was titrated; 190,000 compounds, 0.42% hits;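 further: plate controls were DMSO vehicle for no effect and wells lacking substrate for full effect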
PhoP inhibition = PhoP-dependent GFP reporter repression – Salmonella Typhimurium, primary screen (AID 1863); 300,000 compounds, 0.16% hits; S. Typhimurium PhoP-regulated promoter GFP reporter, 4 h; higher % means a stronger effect; one-dose inhibition, % at 50 µM; IC50 in µM for titrated hits;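 active means inhibition over 29.93%, a cutoff 3 SD above the screen mean, later confirmed by dose response; inconclusive means inhibition over 29.93% but no dose response follow-up; inactive means inhibition at most 29.93% or unconfirmed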;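 further: 0% = low Mg2+ inducing control and 100% = high Mg2+ repressing control; strong numbers were not always called active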
WT yeast gro inh = growth inhibition of WT yeast, mitochondrial fusion screen; mitochondrial fusion phenotypic screen, WT strain; inhibition, % at 10 µM; 190,000 compounds, 2.1% hits; in the data active means inhibition above about 58%; tested in S. cerevisiae
Myeloid diff 2 = compounds promoting myeloid differentiation; calls only at 10 µM; ER-HoxA9 myeloid progenitors, lysozyme-GFP differentiation, flow cytometry; 360,000 compounds, 1% hits;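 active means normalized GFP-positive differentiation at or above the plate's own cutoff, the solvent-only control mean plus 3 SD; inconclusive means no clear call, values can overlap the other calls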;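 further: cells exposed to compound for four days before flow analysis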
human PMI inhibitors = MPI inhibition at elevated mannose 6-phosphate – biochemical, fluorescence intensity, high mannose 6-phosphate, primary screen (AID 1220); recombinant PMI enzyme, coupled fluorescence intensity; higher % means a stronger effect; inhibition, % at 20 µM; hits with a dose series show IC50 in µM; 190,000 compounds, 0.66% hits
SIAH1 antagonists = Siah-1 peptide-binding antagonists, primary screen, biochemical, fluorescence polarization, rhodamine-plectin, uHTS (AID 1817) | Siah-1 / rhodamine-plectin peptide fluorescence polarization; higher % means a stronger effect | 290,000 compounds, 0.02% hits | one-dose displacement, % at 20 µM; IC50 in µM for titrated hits;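 active means displacement of at least 50% at 20 µM, with a fluorescence ratio check between 0.3 and a set limit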;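 further: plate controls were Siah plus tracer with DMSO for no effect and tracer alone without Siah for full effect; strong numbers were not always called active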
RSV antiviral HEp-2 = RSV antiviral activity via CPE protection, HEp-2 cells, primary 10 µM value included (AID 2391). one-dose CPE inhibition, % at 10 µM; IC50 in µM for titrated hits. 310,000 compounds, 0.13% hits. HEp-2 cells, RSV-induced CPE inhibition; higher % means a stronger effect; in the data active means a potency from the dose series; inconclusive means CPE inhibition mostly from about 23% at the one dose, without a potency; inactive means the rest, 99 in 100 with CPE inhibition below about 21%; further: strong numbers were not always called active
XIAP displacement = small molecules displacing peptide from XIAP – biochemical, IAP family, fluorescence polarization (AID 1018); XIAP BIR domain, fluorescence polarization peptide displacement; higher % means a stronger effect; displacement, % at 20 µM, or IC50 in µM where a hit was titrated; 200,000 compounds, 0.007% hits; in the data active means displacement above about 50%; further: a part of the inactive calls stands beside numbers as strong as those of hits
TNAP activators = stimulation of alkaline phosphatase TNAP activity – biochemical, luminescent, no phosphate acceptor, uHTS, primary screen (AID 1001). one-dose activation fold at 20 µM; EC50 in µM for titrated hits. 200,000 compounds, 0.03% hits. purified TNAP, luminescent activation assay, no phosphate acceptor; higher activation fold means a stronger effect; in the data active means activation fold from about 3, or a potency from the dose series; inactive means the rest, 99 in 100 with activation fold below about 1.6; further: many of its hits are not listed in these tables
WT yeast gro inh mutant strain = further read-out of WT yeast gro inh, marked with its call; inhibition, %; mitochondrial fusion phenotypic screen, mutant strain inhibition
Myeloid diff 2 GFP+ MAC1+ % = further read-out of Myeloid diff 2, marked with its call; GFP+ MAC1+ double positive, %; measured here: differentiation confirmed by MAC1 staining
* marks the source's active call; other numbers are inactive results; i = inactive; ? = inconclusive; nt = no result given; + = active, no number. Unless noted, no stated cut-off is given here; in the data, active means inhibition above about 50%; inactive means the rest.

SMILES	human PMI inhibition	PhoP inhibition	WT yeast gro inh	WT yeast gro inh mutant strain	Myeloid diff 2	Myeloid diff 2 GFP+ MAC1+ %	human PMI inhibitors	SIAH1 antagonists	RSV antiviral HEp-2	XIAP displacement	TNAP activators
O=c1[nH]cnc2c1N=C(c1cccc([N+](=O)[O-])c1)CC(c1ccccc1)N2 (stereo not given)	-5%	2%	4	5	nt	nt	-6%	-2%	2.2%	-2.3%	1
CCOc1ccccc1NC(=O)c1cccc(NC(=O)C(C)C)c1	-7%	-10%	2	4	i	0.0	-5%	-3%	6.8%	-4.5%	1.2
CN1C(=O)C(CCC(=O)O)NC1=S (stereo not given)	nt	0%	nt	nt	i	0.1	nt	6%	-0.7%	nt	nt
Cc1ccc(-n2cc(CCCCCCCCC(=O)O)nn2)cc1	nt	5%	nt	nt	i	0.6	nt	-2%	0.5%	nt	nt
O=c1/c(=C/c2ccc(CNS(=O)(=O)c3ccccc3)o2)sc2n1CCN=2	-8%	-1%	-3	0	i	2.4	14%	-6%	-1.6%	-1.1%	0.9
C=CCSc1nc2ccccc2n1Cc1nnc(-c2cccs2)o1	1%	2%	31	37	i	1.9	-4%	-4%	16%	-6.1%	1.1
COc1ccc(Cl)cc1NC(=S)NCCc1ccc(S(N)(=O)=O)cc1	12%	-10%	6	7	i	0.1	0%	0%	3.0%	-1.8%	1
Cc1noc(C)c1S(=O)(=O)NCC(=O)O	24%	-5%	14	15	i	0.7	16%	0%	0.8%	-6.1%	1.1
CNC(=O)N(O)C1N(/N=C/c2ccccc2F)C(=S)SC1(C)C (stereo not given)	nt	-8%	nt	nt	i	0.3	nt	1%	0.5%	nt	nt
C/C(=C\C(=S)Nc1ccccc1)Nc1ccccc1	6%	-1%	5	10	i	0.8	-1%	7%	4.0%	-3.6%	1.2
CN1CCCN(C(=O)CNC(=O)Cc2ccccc2)CC1	-2%	-5%	-1	7	i	0.1	5%	-2%	2.2%	-12%	1
CCOc1ccc(C2OC(=O)Cc3cc(OC)c(OC)cc32)cc1 (stereo not given)	4%	-5%	8	17	i	5.9	7%	1%	1.4%	-2.3%	1.1
O=C(O)c1cccc(N/N=C/c2cc(Br)cc(Br)c2O)c1	-55%	-5%	-18	20	i	0.4	-75%	-3%	6.9%	-7.9%	1
CCC/C=C(\CCC)C(NS(=O)(=O)c1cccc2cccnc12)c1ccc(C(=O)OC)cc1 (stereo not given)	2%	0%	45	-12	nt	nt	5%	22%	12%	-3.6%	1.1
COc1cc2c(-c3ccccc3O)nc3c(c(C)nn3-c3ccccc3)c2cc1OC	6%	-4%	9	10	i	0.9	-1%	8%	1.8%	-4.4%	1.1
N#CC1(c2ccc(NC(=O)c3ccccc3)cc2)CCCC1	12%	0%	-15	-10	i	0.4	10%	-4%	2.8%	-24%	1.1
O=C(Cn1nnc(-c2ccccc2NC(=O)c2ccco2)n1)Nc1ccccc1	9%	-15%	-22	-10	nt	nt	2%	6%	1.8%	-5.9%	1.1
O=C(Nc1cccnc1)c1ccc(N2CCOCC2)c([N+](=O)[O-])c1	nt	-3%	nt	nt	i	0.3	nt	8%	3.7%	nt	nt
Cc1ccc(CSCC(=O)Nc2ccc3c(c2)OCO3)cc1	3%	1%	-2	1	i	3.2	-3%	-4%	2.8%	-5.6%	0.9
CCN(CC)CCCNC(=O)CSc1nc(C)cc(C)n1	-2%	-1%	-5	-9	i	0.5	-4%	3%	1.0%	-3.0%	1
Cc1csc(NC(=O)CSc2nc(C(C)C)nc3ccccc23)n1	nt	2%	nt	nt	i	1.0	nt	1%	?	nt	nt
Cc1cccc(NC(=O)Cn2c(=O)n(CCc3c[nH]c4ccccc34)c(=O)c3cccnc32)c1	6%	14%	3	-20	nt	nt	12%	0%	4.0%	-16%	1
CCOc1ccc(NC(=O)CSc2nc3ccsc3c(=O)n2CCC(=O)O)cc1	nt	-11%	nt	nt	i	7.3	nt	-2%	2.2%	nt	nt
COc1ccc(C2CC(=O)C=C(NC3CCCC3)C2)cc1 (stereo not given)	12%	-7%	-1	-22	i	0.9	6%	1%	-0.8%	-5.8%	1
CSc1ncccc1C(=O)NC1CC(C)(C)Cc2c1cnn2-c1ccccc1C (stereo not given)	nt	-6%	nt	nt	i	1.2	nt	12%	1.9%	nt	nt
Cc1cc(C(=O)CSc2nnnn2-c2ccccc2)c(C)n1CCc1ccccc1	-10%	7%	-9	-28	i	0.7	-5%	-2%	1.8%	-6.2%	1.2
CC1=C(C#N)C(C(F)(F)F)(C(F)(F)F)N=C(c2ccco2)N1	4%	8%	-12	-21	i	4.8	2%	-3%	3.0%	0.1%	1.2
COc1cccc(CN(CC(=O)NC2CCCC2)C(=O)c2csnn2)c1	nt	7%	nt	nt	i	2.3	nt	9%	3.8%	nt	nt
COc1ccc(CCNC(=O)CN2CCN(c3cccc(C(F)(F)F)c3)CC2)cc1	3%	14%	8	-8	i	1.9	0%	3%	12%	-0.6%	1.2
Cc1cc(C)nc(/N=C(\N)Nc2ccc(-c3ccccc3)cc2)n1	11%	-3%	7	7	i	0.0	10%	-1%	12%	-7.9%	1.9
CC(=O)Oc1ccccc1-c1nc(C)nc(N(C)C(C)=O)n1	9%	-1%	9	19	i	14	11%	0%	3.2%	-0.7%	1.1
COc1cccc(N2C(=O)C3C(C2=O)C3(c2ccccc2)c2ccccc2)c1 (stereo not given)	nt	0%	nt	nt	i	0.3	nt	-1%	0.6%	nt	nt
COc1cccc(/C=N/NC(=O)c2ccc3nc[nH]c3c2)c1O	nt	-8%	nt	nt	i	0.4	nt	-4%	-0.1%	nt	nt
COC(=O)CSc1nnc(Cc2ccccc2)n1-c1ccc(C)cc1	-6%	-5%	-23	-5	i	0.6	-5%	22%	0.8%	1.3%	1.1
O=C(CN(Cc1ccco1)C(=O)Cn1nnc(-c2cccs2)n1)NCc1ccccc1	1%	-2%	-14	-8	i	2.2	4%	-2%	0.6%	-4.1%	0.9
O=C(Cc1ccc(Br)cc1)NC1CCCc2ccccc21 (stereo not given)	nt	-5%	nt	nt	i	6.3	nt	4%	3.0%	nt	nt
CCOc1ccc(C(C(=O)NC2CCCC2)N(C(=O)CNC(=O)c2ccco2)c2cccnc2)cc1 (stereo not given)	nt	2%	nt	nt	i	1.8	nt	-6%	-0.4%	nt	nt
O=C(NC1CCCCC1)C1CCN(S(=O)(=O)c2cccc3nonc23)CC1	nt	10%	nt	nt	i	6.4	nt	13%	0.6%	nt	nt
COc1cccc(CNC(=O)CCC2CCCN(C(=O)CCn3cncn3)C2)c1 (stereo not given)	17%	-4%	-10	0	i	0.8	10%	-1%	0.5%	-5.8%	1.1
O=C(O)c1cccc2c(-c3ccccc3)c(-c3ccccc3)[nH]c12	nt	-9%	nt	nt	i	0.4	nt	9%	1.6%	nt	nt
Cc1nc(OCc2ccccc2)c2sc3nc4c(cc3c2n1)COC(C)(C)C4	11%	-7%	-1	-11	i	0.7	7%	2%	nt	-2.8%	1.1
CC1(C)CC(=O)C(C=NCCC2=CCCCC2)=C(O)C1	-1%	2%	14	19	i	4.2	-6%	-6%	0.0%	2.2%	1.1
Cc1ccc(S(=O)(=O)N2CCCCC2)cc1NC(=O)CNCc1ccco1	nt	-3%	nt	nt	i	0.5	nt	2%	-1.2%	nt	nt
Cc1ccc(Cl)cc1NS(=O)(=O)c1ccc2oc(=O)ccc2c1	nt	3%	nt	nt	i	0.7	nt	-1%	16%	nt	nt
Clc1cccc(NCc2cn3cccnc3n2)c1	-3%	6%	-10	-20	i	0.9	2%	0%	0.4%	-4.7%	1
Cc1cc(NC(=O)C2CCN(S(=O)(=O)c3cccs3)CC2)no1	6%	25%	12	5	i	1.1	9%	1%	2.7%	-2.0%	1.1
CC1=C(C(=O)N2CCOCC2)C(c2ccc(-c3ccccc3)cc2)NC(=S)N1 (stereo not given)	-6%	0%	-1	-6	i	0.4	0%	8%	-2.5%	-7.3%	1.1
COc1ccc(N2CCN(C(=O)CSc3nnc(CNc4ccccc4)o3)CC2)cc1	9%	12%	1	-5	i	14	13%	9%	1.1%	1.1%	1.1
O=c1c2ccccc2oc2cc(NCCCN3CCOCC3)ccc12	nt	-8%	nt	nt	i	0.4	nt	-4%	-2.1%	nt	nt
CC(C)C(=O)Nc1nc2cc3c(cc2s1)OCCO3	nt	0%	nt	nt	i	0.4	nt	-4%	0.3%	nt	nt
O=C(Nc1cccc([N+](=O)[O-])c1)N1CCCCCC1	nt	1%	nt	nt	i	1.4	nt	-2%	1.8%	nt	nt
CCCS(=O)(=O)Nc1cc(C(F)(F)F)ccc1OCCOC	14%	-5%	12	21	i	0.8	4%	-1%	0.7%	-19%	1.1
CCOc1ccc(C2CC(c3ccc(CC)cc3)n3nc(N)nc3N2)cc1 (stereo not given)	6%	10%	13	12	i	3.4	2%	-6%	2.1%	5.2%	1.1
Cc1oc2c(CN3CCOCC3)c(O)ccc2c(=O)c1-c1ccc(Cl)cc1	nt	-6%	nt	nt	i	0.2	nt	0%	-0.9%	nt	nt
COc1ccc(C)cc1NC(=O)NCc1ccco1	-6%	-4%	-6	24	i	0.5	-4%	4%	2.6%	-1.9%	1.1
CCOC(=O)C1=C(CBr)NC(=O)NC1C (stereo not given)	-35%	0%	10	18	i	0.4	-19%	-2%	1.4%	-5.9%	1.1
O=C(Nc1ccc2nc(-c3cccnc3)[nH]c2c1)C1CCCCC1	-10%	10%	-10	-5	i	0.4	-6%	5%	3.1%	-3.8%	1.1
CCOC(=O)c1ccc(NC(=O)NNC(=O)CCc2ccc(OC)cc2)cc1	nt	-7%	nt	nt	+	7.1*	nt	2%	1.2%	nt	nt
Cc1ccc(-c2csc3ncn(CC(=O)N4CCOCC4)c(=O)c23)cc1C	0%	-3%	3	-5	i	0.9	3%	-8%	2.5%	-8.9%	1.2
COc1ccc(-c2cc(CC3(C(=O)O)CCN(C(=O)OC(C)(C)C)CC3)on2)c(OC)c1	nt	9%	nt	nt	i	2.5	nt	7%	2.4%	nt	nt
N=c1ccn(CC(=O)c2ccc(-c3ccccc3)cc2)cc1	1%	12%	66*	64*	nt	nt	-2%	-3%	-2.2%	-5.0%	1
Cc1ccc(OCC(=O)NCC(=O)Nc2ccc(F)cc2)c([N+](=O)[O-])n1	7%	-2%	-5	-12	i	0.8	8%	-6%	0.1%	-6.1%	1
Cc1ccccc1OCC(=O)Nc1ccc(C(N)=O)cc1	0%	13%	-5	-5	i	1.1	2%	-2%	1.9%	-1.3%	1.1

Fetched one by one from above, two records:
SMILES	human PMI inhibition	PhoP inhibition	WT yeast gro inh	WT yeast gro inh mutant strain	Myeloid diff 2	Myeloid diff 2 GFP+ MAC1+ %	human PMI inhibitors	SIAH1 antagonists	RSV antiviral HEp-2	XIAP displacement	TNAP activators
COc1ccc(-c2cc(CC3(C(=O)O)CCN(C(=O)OC(C)(C)C)CC3)on2)c(OC)c1	nt	9%	nt	nt	i	2.5	nt	7%	2.4%	nt	nt
Cc1nc(OCc2ccccc2)c2sc3nc4c(cc3c2n1)COC(C)(C)C4	11%	-7%	-1	-11	i	0.7	7%	2%	nt	-2.8%	1.1
